# STK33 inh = blocks human STK33 kinase activity. AID 2661. hit rate 0.073% among 320,000. purified STK33, MBP phosphorylation, ADP-Glo luminescence. inhibition, % at 10 µM. Q9BYT3;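 active = inhibition at or above 25%, using the most active replicate where run in duplicate; inactive = inhibition below 25%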
# Target sequence (Q9BYT3 whole entry, looked up): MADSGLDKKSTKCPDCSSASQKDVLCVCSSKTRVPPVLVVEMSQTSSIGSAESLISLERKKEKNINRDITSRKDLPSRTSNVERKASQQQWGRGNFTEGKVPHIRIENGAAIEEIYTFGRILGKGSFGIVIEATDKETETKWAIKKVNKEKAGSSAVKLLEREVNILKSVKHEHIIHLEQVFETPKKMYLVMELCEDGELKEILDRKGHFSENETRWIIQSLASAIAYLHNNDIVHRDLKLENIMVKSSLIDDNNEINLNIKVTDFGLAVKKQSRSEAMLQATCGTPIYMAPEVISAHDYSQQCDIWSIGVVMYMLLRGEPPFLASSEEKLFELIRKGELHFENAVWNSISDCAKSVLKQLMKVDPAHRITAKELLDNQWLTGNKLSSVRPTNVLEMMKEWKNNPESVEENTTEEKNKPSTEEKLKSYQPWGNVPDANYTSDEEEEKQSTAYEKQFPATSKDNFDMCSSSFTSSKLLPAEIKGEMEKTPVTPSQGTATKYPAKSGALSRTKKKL
# KCNQ2 inh = KCNQ2 channel blockers in CHO-K1 cells – cell-based, FluxOR thallium flux, B-score, primary screen (AID 2156); B-score at 10 µM; hit rate 1.1% among 310,000; O88943; 20 min; active compounds read low;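 active = fluorescence ratio B-score at most minus 3 library SDs, with starting brightness B-score within 2 library SDs, cut at about -5.5 in these data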
# OX1R antag = blocks the human orexin 1 receptor; O43613; OX1R-expressing cells, FRET antagonist read-out; inhibition, % at 6.6 µM; hit rate 1.8% among 330,000; in the data active = inhibition mostly above about 38%, no sharp cut-off; inactive = mostly below about 40%;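 note: 0% = agonist challenge alone and 100% = reference antagonist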
# Target sequence (O43613 whole entry, looked up): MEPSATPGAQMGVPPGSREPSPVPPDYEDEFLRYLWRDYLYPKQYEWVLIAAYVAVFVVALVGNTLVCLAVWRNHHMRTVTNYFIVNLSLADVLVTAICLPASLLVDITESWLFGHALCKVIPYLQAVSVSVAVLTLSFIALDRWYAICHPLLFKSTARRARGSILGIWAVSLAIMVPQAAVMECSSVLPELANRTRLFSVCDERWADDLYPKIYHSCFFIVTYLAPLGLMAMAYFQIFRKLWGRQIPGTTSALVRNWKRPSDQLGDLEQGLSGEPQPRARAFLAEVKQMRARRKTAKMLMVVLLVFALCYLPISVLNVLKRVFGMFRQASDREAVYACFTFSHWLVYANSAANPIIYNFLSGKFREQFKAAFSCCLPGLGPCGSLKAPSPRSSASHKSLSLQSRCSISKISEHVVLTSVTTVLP
# * hit, by the source's call; i = inactive; x = not tested or not shown. An excerpt; count on the stated rates, not on these rows.
SMILES,STK33 inh,KCNQ2 inh,OX1R antag
CN1C(=O)C(=Cc2cn(CC(=O)N3CCCC3)c3ccccc23)C(=O)N(C)C1=O,-0.7,i,22
O=c1[nH]c(=S)[nH]c(O)c1N=Nc1ccc(S(=O)(=O)N2CCc3ccccc32)cc1,0.9,i,5
C=CCNC(=O)c1c(N)n(CCN2CCOCC2)c2nc3ccccc3nc12,2.3,i,13
Cc1ccc(OC(F)F)c(N2C(=O)C3C4CCC(O4)C3C2=O)c1 (stereo unspecified),13,x,3
COc1ccc2c(c1)[C@]13CCCCC1C(C2)N(C)CC3 (stereo partly specified),0.3,i,5
CC(=O)Cc1c[nH]c2ccccc12,3.0,i,12
Cc1ccccc1-n1c(CNc2ccccc2)nc2ccccc2c1=O,-0.5,i,40
CC(C)CCP(=O)(O)c1ccccc1,-2.3,i,13
O=C(NCCN1CCOCC1)c1ccc(Cl)nc1,-1.3,i,13
O=c1c2ccccc2nc(-c2ccccc2)n1-c1ccncc1,-0.1,i,12
CC12CN3CN(C1)CC(C)(C3)C2=NO,-0.6,i,9
CN1C(=O)NC(=O)C(C)(C2=CCCCC2)C1=O (stereo unspecified),-1.2,i,14
CC[C@@]1(O)C(=O)OCc2c1cc1n(c2=O)Cc2cc3ccccc3nc2-1,0.0,i,55
CCOC(=O)C1=C(N)Oc2c(c(=O)oc3ccccc23)C12C(=O)N(C)c1ccccc12 (stereo unspecified),-1.2,i,19
COc1ccc(NC(=O)c2cc([N+](=O)[O-])ccc2N2CCNCC2)cc1,-0.7,i,29
COC(=O)Cn1cc(/C=C2\C(=O)NC(=O)N(c3ccccc3)C2=O)c2ccccc21,-2.1,i,9
CC(C(=O)O)N(C(=O)c1ccccc1)c1ccc(F)c(Cl)c1 (stereo unspecified),-1.0,i,7
COc1cccc(-n2c(O)c(C=Nc3c(C)n(C)n(-c4ccccc4)c3=O)c(=O)[nH]c2=O)c1,-1.6,i,9
COc1cc(C2SCC(=O)Nc3c2c(=O)[nH]n3C2CCCCCC2)cc(OC)c1OC (stereo unspecified),-1.2,i,14
CC(Cc1ccccc1Sc1ccc(O)cc1)N(C)C (stereo unspecified),1.5,i,10
CCN(CC)CCCN=C(C)c1c(O)n(-c2ccc(C)cc2)c(=O)[nH]c1=O,-0.9,i,4
CN1CCN(c2ccc(N)cc2Cl)CC1,0.8,i,4
Cc1cccc(-n2c(O)c(C=NCCN3CCNCC3)c(=O)[nH]c2=S)c1,-0.3,i,7
O=C(c1cc(C(=O)NCc2ccc(Cl)cc2)c(=O)n(Cc2ccc(Cl)cc2)c1)c1cc(F)ccc1O,-2.0,i,7
CCN1CCN(C(=O)Cc2coc3ccc4ccccc4c23)CC1,-2.0,i,4
C=CCn1c(O)c(C(CC)=NCCC2=CCCCC2)c(=O)[nH]c1=O,0.5,i,7
CCN(CC)c1ccc(N=Cc2c(O)n(CCc3ccc(OC)c(OC)c3)c(=O)[nH]c2=O)cc1,-1.7,i,9
Cc1ccc2c(c1)C1CN(C)CCC1N2C(=O)COc1ccc(S(=O)(=O)N2CCOCC2)cc1 (stereo unspecified),-1.0,i,11
CCOc1ccc(/C=C2/C(=O)NC(=O)N(CCc3ccc(F)cc3)C2=O)cc1,-0.3,i,17
CCOC(=O)/C(=N\Nc1ccccc1)N1CC1,-1.3,i,24
O=c1c2ccccc2nc(-c2ccccc2)n1-c1ccccc1O,-1.9,i,5
O=C(Cc1ccccc1)Oc1ccc([N+](=O)[O-])cc1,-1.4,i,11
COC(=O)C1=C(c2cccc(OCc3ccccc3)c2)C[C@@H]2CC[C@H]1N2C(=O)NCc1ccccc1OC,-1.8,x,10
COC(=O)C1=C(c2cccc(OCc3ccccc3)c2)C[C@@H]2CC[C@H]1N2C(=O)NCc1ccc([N+](=O)[O-])cc1,-1.2,x,12
COc1ccc(OC)c(N2C(=O)NC(=O)C3(Cc4cc(C)ccc4N(C)C3)C2=O)c1 (stereo unspecified),-0.8,i,13
CN1CCN(Cc2cn3cccnc3n2)CC1,-1.5,i,-8
O=C(c1ccccc1)C1NC1c1ccccc1 (stereo unspecified),-1.9,i,7
CCN(CC)c1ccccc1,-0.1,x,16
CCc1ccc(N2C(=O)NC(=O)/C(=C/c3cccn3CCOc3ccc(C)cc3)C2=O)cc1,1.2,i,6
COc1cccc(N2C(=O)NC(=O)/C(=C/c3ccc([N+](=O)[O-])s3)C2=O)c1,-0.4,i,27
CCC(C)NC(=O)CN1C(=O)CN=C(c2ccccc2)c2ccccc21 (stereo unspecified),-1.4,i,5
COc1ccc(-c2nc3ccc(C(=O)N4CCC5(CC4)OCCO5)cc3nc2-c2ccc(OC)cc2)cc1,1.2,i,11
Cc1nn(Cc2ccccc2)c(C)c1C(=O)OCC(=O)Nc1cccc(S(N)(=O)=O)c1,0.2,i,7
Cc1oc(-c2ccc(Cl)cc2)nc1CS(=O)CC(=O)N1CCC2(CC1)OCCO2 (stereo unspecified),-1.0,i,7
CCCCCn1c(=O)c(C(=O)Nc2nc(CC(=O)OCC)cs2)c(O)c2ccccc21,0.8,i,8
CCC(=O)c1cn(Cc2ccccc2)c2ccccc12,-1.0,i,14
CCCCn1c(=O)c(C=Nc2cccnc2Cl)c(O)n(CCCCl)c1=O,-1.1,i,11
O=P1(NCCCl)OCCCN1CCCl (stereo unspecified),-2.2,x,8
c1ccc2c(N3CCNCC3)cccc2c1,1.0,i,13
O=c1[nH]c(=S)n(C2CC2)c(O)c1C=Nc1cccc(C(F)(F)F)c1,-1.0,i,15

# Structures shown so far that contain fluorine:
SMILES,STK33 inh,KCNQ2 inh,OX1R antag
Cc1ccc(OC(F)F)c(N2C(=O)C3C4CCC(O4)C3C2=O)c1 (stereo unspecified),13,x,3
CC(C(=O)O)N(C(=O)c1ccccc1)c1ccc(F)c(Cl)c1 (stereo unspecified),-1.0,i,7
O=C(c1cc(C(=O)NCc2ccc(Cl)cc2)c(=O)n(Cc2ccc(Cl)cc2)c1)c1cc(F)ccc1O,-2.0,i,7
CCOc1ccc(/C=C2/C(=O)NC(=O)N(CCc3ccc(F)cc3)C2=O)cc1,-0.3,i,17
O=c1[nH]c(=S)n(C2CC2)c(O)c1C=Nc1cccc(C(F)(F)F)c1,-1.0,i,15

# Later entries:
SMILES,STK33 inh,KCNQ2 inh,OX1R antag
CC12CN3CC(C)(CN(C1)C3c1ccco1)C2=O (stereo unspecified),0.2,i,6
Nc1ccc2cc(Br)ccc2c1,0.5,i,14
Cn1ncc(Cl)c1C(=O)N1CCC2(CC1)OCCO2,-1.7,i,32
COc1cccc(-n2c(=S)[nH]c3ccccc3c2=O)c1,0.2,i,13
C(=NC12CN3CN(CN(C3)C1)C2)c1cccs1,-0.3,i,1
COC(=O)C1=C(c2ccccc2)C[C@@H]2CC[C@H]1N2C(=O)N1CCOCC1,0.3,i,14
Cc1cccc(OP(N)(N)=O)c1C,-2.2,i,15
Cc1nc2ccc(Br)cc2c(=O)n1-c1ccc([N+](=O)[O-])c(C(F)(F)F)c1,-0.5,i,12
N#CCC(=O)NN1Cc2ccccc2C1=N,-1.1,i,53
O=C(Nc1ccccc1)c1c(O)c2c(n(Cc3ccco3)c1=O)CCCC2,-1.4,i,-1
Cc1ccc(S(=O)(=O)Oc2ccccc2C=C2C(=O)N(C)C(=O)N(C)C2=O)cc1,1.6,i,19
CC(O)(CS(=O)(=O)c1ccccc1)C(=O)Nc1cccc(C(F)(F)F)c1 (stereo unspecified),0.0,i,16
CSc1ccc(CNC2CN3CCC2CC3)cc1 (stereo unspecified),-1.9,i,8
Cc1cccc(N2C(=O)CC(=O)NC2=O)c1,-0.1,i,14
COc1cc(O)cc2c1C(=O)OC(C)CCCC(=O)CCC/C=C\2 (stereo unspecified),-0.2,i,14
COc1ccccc1N1CCN(Cc2ccc(F)cc2)CC1,0.8,i,5
COc1ccc(C(=O)Nc2cccc(S(=O)(=O)NCc3ccco3)c2)cc1,-1.8,x,17
COC(=O)C1=C(c2ccc(OCc3ccccc3)cc2)C[C@@H]2CC[C@H]1N2C(=O)NC1CCN(Cc2ccccc2)CC1,0.3,x,0
CCC(=O)C(CCN1CCOCC1)(c1ccccc1)c1ccccc1,1.1,i,38
O=c1[nH]c(=S)[nH]c(O)c1N=Nc1ccc2c(c1)OCCO2,0.5,i,146*

# Single records, from the list above. Screens in order: STK33 inh, KCNQ2 inh, OX1R antag
# Shown for COC(=O)C1=C(c2ccc(OCc3ccccc3)cc2)C[C@@H]2CC[C@H]1N2C(=O)NC1CCN(Cc2ccccc2)CC1 → 0.3, x, 0
# Shown for CCC(=O)C(CCN1CCOCC1)(c1ccccc1)c1ccccc1 → 1.1, i, 38
# Shown for O=c1[nH]c(=S)[nH]c(O)c1N=Nc1ccc2c(c1)OCCO2 → 0.5, i, 146*
# Shown for Cc1ccc(S(=O)(=O)Oc2ccccc2C=C2C(=O)N(C)C(=O)N(C)C2=O)cc1 → 1.6, i, 19

# Following part:
SMILES,STK33 inh,KCNQ2 inh,OX1R antag
CCC(C)N1C(=O)/C(=C\c2cnc(N(C)C)nc2)C(=O)NC1=S (stereo unspecified),4.1,i,23
O=c1[nH]c2ccccc2n1C1CCN(CCCC(c2ccc(F)cc2)c2ccc(F)cc2)CC1,0.3,i,15
O=C(O)Cn1cc(/C=C2\C(=O)NC(=O)N(c3ccc(F)cc3)C2=O)c2ccccc21,-1.4,i,x
FC(F)(F)c1ccccc1CCN1CCNCC1,-1.9,i,4
COC(=O)N(C)c1ccc(C(O)(C(=O)OC)C(F)(F)F)cc1 (stereo unspecified),0.6,i,10
O=C(Nc1ccccc1)NC1CC2CCC(C1)N2 (stereo unspecified),1.1,i,19
O=C1NC(=O)N(c2ccccc2)C(=O)/C1=C/c1ccc(Sc2ccccc2)o1,-1.3,i,8
CCOC(=O)C(C)(CC)NC(=O)CSP(=S)(OCC)OCC (stereo unspecified),-2.9,i,13
COC(=O)c1c(C)[nH]c(C(=O)C(C)[N+]23CCN(CC2)CC3)c1C (stereo unspecified),0.1,i,2
Cn1cc([N+](=O)[O-])c(C(=O)Nc2ccc3c(C(F)(F)F)cc(=O)oc3c2)n1,-1.0,i,42
CCCCCCCC(=O)NC(Oc1ccccc1[N+](=O)[O-])C(Cl)(Cl)Cl (stereo unspecified),-1.4,i,9
O=c1c2ccccc2nc(-c2cccs2)n1-c1ccccc1,-1.9,i,52
O=C(O)C1C2CCC(O2)C1C(=O)Nc1ccc(Cl)cc1 (stereo unspecified),1.2,i,6
Cc1ccc(S(=O)(=O)NP(=O)(Oc2ccccc2)Oc2ccccc2)cc1,-1.3,i,19
Cc1ccccc1N1C(=O)/C(=C/c2ccco2)C(=O)NC1=S,0.3,i,-7
Cc1nc2ccc(Cl)cc2c(=O)n1-c1cccc(Cl)c1,-2.3,i,12
CCCCn1c(N)c(C(=O)OCCOC)c2nc3ccccc3nc21,-1.2,i,22
CCN(CC)c1ccc(C=C2C(=O)N(C)C(=S)N(C)C2=O)o1,-0.2,i,32
CN1CCN(Cc2ccc3ccccc3c2)CC1,-0.8,i,12
CN1C(=O)C(Cc2nc3ccccc3c(=O)n2-c2ccccc2)c2ccccc21 (stereo unspecified),0.6,i,20
COC(=O)C1=C(c2ccccc2OCc2ccccc2)C[C@@H]2CC[C@H]1N2C(=O)NCc1ccccc1,-0.5,x,32
O=C(CN1CCCC1=O)N1CCOCC1,-1.4,i,19
N=C1c2ccccc2CN1NC(=O)C1CC1,-0.8,i,-7
CC(=NCc1ccc2c(c1)OCO2)c1c(O)n(C)c(=O)n(C)c1=O,-1.6,i,15
CN1CCN(c2nccc3c2ncn3C)CC1,1.1,i,12
CC(=O)OC1N=C(c2ccccc2)c2cc(C)ccc2NC1=O (stereo unspecified),-2.2,i,32
C#C[C@]1(O)CCC2C3CCC4=C/C(=N/OCC(=O)NC(C)C(=O)NC(CCSC)C(=O)O)CC[C@]4(C)C3CC[C@@]21C (stereo partly specified),-2.1,i,0
C[C@H](O)[C@H]1CC[C@H]2[C@@H]3CCC4=CC(=O)CC[C@]4(C)[C@H]3CC[C@]12C,-1.9,i,28
CCOP(=O)(C(NC(=O)c1ccccc1Cl)=C(Cl)Cl)c1ccccc1 (stereo unspecified),-0.4,i,21
COC(=O)C1=C(c2ccc(S(C)(=O)=O)cc2)C[C@@H]2CC[C@H]1N2C(=O)NCc1ccccc1,-1.2,i,12
Cc1ccc(CC(=O)N2CCN(C)CC2)cc1,-1.9,i,-5
CCOP(=O)(OCC)C(O)c1ccc(Br)cc1 (stereo unspecified),-1.8,i,9
CCOP(=O)(OCC)C(NC(=O)CN1C(=O)c2ccccc2S1(=O)=O)C(Cl)(Cl)Cl (stereo unspecified),0.2,i,14
Cn1cc(C(=O)NC2CC2)c2ccccc21,-0.7,i,1
CC(C)OP(=O)(O)NC(=O)c1ccccc1,-1.0,i,20
CON(C)C(=O)Nc1ccc(Cl)cc1,-0.2,i,3
c1ccc(C2CC2)c(OCC2=NCCN2)c1,-0.6,x,9
O=C(COc1ccc(Br)cc1)N1CCN(Cc2c[nH]c3ccccc23)CC1,-0.5,-5.8*,22
COC(=O)[C@H]1C[C@@H]1[C@H](NP(=O)(c1ccccc1)c1ccccc1)c1ccccc1,-1.1,i,30
Nc1c([N+](=O)[O-])cc(F)c(N2CCNCC2)c1Br,-1.9,i,55
COc1cccc(C(=O)C2CCCN(Cc3cccc(C)n3)C2)c1 (stereo unspecified),-0.3,i,-3
NC(=O)C1CCN(/C=C2\C(=O)NC(=O)N(Cc3ccco3)C2=O)CC1,8.5,i,17
C1CCCN(C2CCNCC2)CC1,-0.6,i,10
COc1cccc(C(=O)N2CCC3(CC2)OCCO3)c1,-1.3,i,22
Cn1c(O)c(C=NCCCCCCCCCCC(=O)O)c(=O)n(C)c1=O,-1.9,i,13

# Screens from PubChem BioAssay.
